mHTT CaM bind = mHTT-calmodulin interaction abrogation. hit rate 3.6% among 190,000. inhibition, % at 15 µM. AlphaScreen His-mHTT/GST-CaM binding, luminescence. AID 1671202;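 note: 0% = both proteins with DMSO and 100% = one protein alone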
Target sequence (P42858 whole entry, looked up, stated change not applied): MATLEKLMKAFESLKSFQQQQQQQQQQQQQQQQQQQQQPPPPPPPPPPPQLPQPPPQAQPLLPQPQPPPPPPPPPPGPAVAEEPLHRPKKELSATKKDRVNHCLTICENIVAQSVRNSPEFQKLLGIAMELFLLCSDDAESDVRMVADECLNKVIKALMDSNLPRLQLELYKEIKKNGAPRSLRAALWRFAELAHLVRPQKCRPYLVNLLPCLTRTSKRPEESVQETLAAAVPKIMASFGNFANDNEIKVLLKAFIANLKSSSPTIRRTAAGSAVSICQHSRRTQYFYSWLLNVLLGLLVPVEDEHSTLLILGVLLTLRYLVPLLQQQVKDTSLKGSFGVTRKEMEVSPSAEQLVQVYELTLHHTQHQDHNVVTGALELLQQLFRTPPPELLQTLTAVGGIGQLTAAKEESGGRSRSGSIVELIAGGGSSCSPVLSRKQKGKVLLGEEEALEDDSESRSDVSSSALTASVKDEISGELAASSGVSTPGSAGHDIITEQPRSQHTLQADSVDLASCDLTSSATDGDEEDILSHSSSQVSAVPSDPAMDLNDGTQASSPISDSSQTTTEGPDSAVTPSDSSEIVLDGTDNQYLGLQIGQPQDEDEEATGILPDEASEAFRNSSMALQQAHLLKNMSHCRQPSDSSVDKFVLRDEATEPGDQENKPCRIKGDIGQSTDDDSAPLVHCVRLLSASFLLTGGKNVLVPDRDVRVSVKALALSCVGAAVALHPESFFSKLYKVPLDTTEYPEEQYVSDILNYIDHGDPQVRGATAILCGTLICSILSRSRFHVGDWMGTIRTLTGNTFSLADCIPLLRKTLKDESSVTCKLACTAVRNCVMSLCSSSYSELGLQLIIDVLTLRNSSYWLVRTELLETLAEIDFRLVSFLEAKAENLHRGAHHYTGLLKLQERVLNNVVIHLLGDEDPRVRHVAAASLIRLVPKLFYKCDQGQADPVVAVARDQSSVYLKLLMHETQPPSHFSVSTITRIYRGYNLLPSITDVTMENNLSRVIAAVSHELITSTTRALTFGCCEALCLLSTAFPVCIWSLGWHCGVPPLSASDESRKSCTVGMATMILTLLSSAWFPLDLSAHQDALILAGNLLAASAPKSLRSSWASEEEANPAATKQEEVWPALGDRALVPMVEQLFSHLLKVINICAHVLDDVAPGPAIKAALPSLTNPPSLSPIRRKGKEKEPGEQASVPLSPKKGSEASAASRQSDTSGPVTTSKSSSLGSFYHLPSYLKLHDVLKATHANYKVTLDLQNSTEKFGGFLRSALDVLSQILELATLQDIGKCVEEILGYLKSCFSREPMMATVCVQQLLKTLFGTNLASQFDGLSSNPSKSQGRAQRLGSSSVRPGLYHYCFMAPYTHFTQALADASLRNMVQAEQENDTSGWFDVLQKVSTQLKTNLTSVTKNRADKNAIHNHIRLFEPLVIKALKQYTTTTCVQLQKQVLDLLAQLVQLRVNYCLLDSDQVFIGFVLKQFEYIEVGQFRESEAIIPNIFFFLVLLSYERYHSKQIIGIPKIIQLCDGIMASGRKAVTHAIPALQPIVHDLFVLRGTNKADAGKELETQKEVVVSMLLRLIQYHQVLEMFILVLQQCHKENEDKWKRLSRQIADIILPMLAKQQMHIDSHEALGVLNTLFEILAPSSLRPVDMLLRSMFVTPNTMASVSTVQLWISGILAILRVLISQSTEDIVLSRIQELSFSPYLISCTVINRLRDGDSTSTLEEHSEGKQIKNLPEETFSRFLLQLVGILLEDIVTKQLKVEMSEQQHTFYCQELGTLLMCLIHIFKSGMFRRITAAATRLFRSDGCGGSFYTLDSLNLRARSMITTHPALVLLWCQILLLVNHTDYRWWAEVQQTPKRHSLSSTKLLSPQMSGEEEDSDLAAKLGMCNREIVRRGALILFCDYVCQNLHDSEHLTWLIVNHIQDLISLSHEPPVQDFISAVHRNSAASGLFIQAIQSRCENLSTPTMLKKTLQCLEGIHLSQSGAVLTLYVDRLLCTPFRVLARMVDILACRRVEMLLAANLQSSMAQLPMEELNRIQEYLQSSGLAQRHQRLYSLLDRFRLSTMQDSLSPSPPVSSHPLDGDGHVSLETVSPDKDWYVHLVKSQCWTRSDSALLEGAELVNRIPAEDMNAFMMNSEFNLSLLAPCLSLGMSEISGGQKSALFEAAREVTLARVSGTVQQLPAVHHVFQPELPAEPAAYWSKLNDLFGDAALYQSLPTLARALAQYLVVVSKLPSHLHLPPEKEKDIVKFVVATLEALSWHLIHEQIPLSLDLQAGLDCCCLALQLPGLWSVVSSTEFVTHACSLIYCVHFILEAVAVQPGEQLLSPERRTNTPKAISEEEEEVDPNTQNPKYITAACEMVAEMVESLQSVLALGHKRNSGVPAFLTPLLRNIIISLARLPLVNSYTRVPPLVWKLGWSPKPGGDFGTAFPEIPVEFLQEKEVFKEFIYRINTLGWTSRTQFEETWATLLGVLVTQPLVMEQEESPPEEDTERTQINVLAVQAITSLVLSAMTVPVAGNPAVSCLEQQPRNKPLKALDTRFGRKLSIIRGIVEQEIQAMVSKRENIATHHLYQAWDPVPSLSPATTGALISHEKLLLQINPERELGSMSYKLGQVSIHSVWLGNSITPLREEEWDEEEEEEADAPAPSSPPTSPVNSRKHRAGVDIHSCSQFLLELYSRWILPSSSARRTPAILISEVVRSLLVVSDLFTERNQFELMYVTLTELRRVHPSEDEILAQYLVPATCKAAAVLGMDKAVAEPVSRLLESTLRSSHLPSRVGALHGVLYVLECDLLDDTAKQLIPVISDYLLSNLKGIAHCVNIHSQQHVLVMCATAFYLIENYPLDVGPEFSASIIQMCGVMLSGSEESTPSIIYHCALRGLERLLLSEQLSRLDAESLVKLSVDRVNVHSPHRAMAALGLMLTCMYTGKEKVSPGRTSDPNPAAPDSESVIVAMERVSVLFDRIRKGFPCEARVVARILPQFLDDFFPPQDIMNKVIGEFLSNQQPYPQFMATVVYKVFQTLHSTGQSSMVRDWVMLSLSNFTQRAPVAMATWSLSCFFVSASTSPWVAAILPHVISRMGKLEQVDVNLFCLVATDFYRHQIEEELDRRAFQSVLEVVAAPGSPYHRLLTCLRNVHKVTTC
Pf apPOL block = Pf-apPOL DNA polymerase inhibition; Recombinant Pf-apPOL, molecular beacon fluorescence, 1.5 h; inhibition, % at 10 µM; hit rate 0.25% among 210,000
* hit, by the source's call; / = no result given; & = joins results of further samples. Cut-off read from the data, not from the text of the source: active = inhibition above about 50%; inactive = the rest.

SMILES	mHTT CaM bind	Pf apPOL block
O=C(Nc1ccc2c(c1)CC(C(=O)NCCCc1ccccc1)CO2)c1cccs1 (stereo not given)	2.9	-6.0
O=C(NCc1cccnc1)c1c[nH]c2ccc(F)cc2c1=O	-7.1	-5.4
CCOc1ccccc1NC(=O)CCc1cccc2[nH]ccc12	22.9	-3.4
Cc1ccc(NCN2C(=O)c3ccc([N+](=O)[O-])cc3C2=O)cc1[N+](=O)[O-]	4.0	2.6
COc1ccc([N+](=O)[O-])cc1C=Nc1cccc(C(=O)O)c1	3.0	1.6
O=C(CN1CCOCC1)N1N=C(c2ccc(F)cc2)CC1c1ccc(F)cc1 (stereo not given)	30.4	0.8
O=C1CC(n2cnc3ccccc32)C(=O)N1c1ccccc1 (stereo not given)	5.7	-8.1
Cc1nn(Cc2nnc(SCC(=O)c3ccc(Cl)cc3)o2)c(C)c1Br	/	1.3&2.9
CC(C)CCNC(=O)C1CCN(c2cncnc2N2CCN(C)CC2)CC1	3.0	-10.6
C=CCOc1ccc(C2CC(=O)Nc3c2c(C)nn3-c2nc3ccccc3s2)cc1OC (stereo not given)	18.9	-4.2
CC1(C(=O)NC2CCCCC2)Cc2ccccc2C(=O)N1Cc1ccco1 (stereo not given)	-8.1	-2.8
CCCc1cc2c(=O)c(-c3ccc4c(c3)OCO4)c(C)oc2cc1OC(C)=O	-1.6	7.3

Arranged by molecular weight (smallest number first): 5 of the compounds above
SMILES	mHTT CaM bind	Pf apPOL block
COc1ccc([N+](=O)[O-])cc1C=Nc1cccc(C(=O)O)c1	3.0	1.6
CCOc1ccccc1NC(=O)CCc1cccc2[nH]ccc12	22.9	-3.4
CC1(C(=O)NC2CCCCC2)Cc2ccccc2C(=O)N1Cc1ccco1 (stereo not given)	-8.1	-2.8
O=C(Nc1ccc2c(c1)CC(C(=O)NCCCc1ccccc1)CO2)c1cccs1 (stereo not given)	2.9	-6.0
C=CCOc1ccc(C2CC(=O)Nc3c2c(C)nn3-c2nc3ccccc3s2)cc1OC (stereo not given)	18.9	-4.2

Next structures follow.
SMILES	mHTT CaM bind	Pf apPOL block
CC(=O)N1CCc2cc(Br)cc(S(=O)(=O)NCc3ccc(F)cc3)c21	5.0	0.5
COCCCNC(=O)C1COc2ccc(NC(=O)CC(C)C)cc2C1 (stereo not given)	-6.0	-3.9
CCOc1ccc(NC(=O)c2cc3c(s2)CN(C2CCCC2)C3)cc1	9.5	-2.5
Cc1ccc(-c2nc(N3CCC(C(N)=O)(N4CCCCC4)CC3)c3ccccc3n2)cc1	53.0*	-3.0
O=C(Nc1ccc(-n2ccc(C(F)(F)F)n2)cc1)c1cccs1	/	-2.6
Cc1cc([N+](=O)[O-])nn1CC(=O)NC(C)c1ccccc1 (stereo not given)	-3.0	0.1
Cc1nn(S(=O)(=O)c2cccs2)c(C)c1Sc1ccccc1	-13.0	0.7
O=C1CCCC2=C1C(c1ccccc1Cl)n1ncnc1N2 (stereo not given)	-1.0	16.3
COc1ccc(/C=C2/SC(c3ccccc3)=NC2=O)cc1	44.0	-4.5
CCN(CCC(=O)N1CCC(C)CC1)C(=O)c1cc(C)oc1C	21.5	-0.6
COc1ccccc1-c1c(C)oc2c(CN3CCN(C)CC3)c(O)ccc2c1=O	0.5	-2.2
COc1ccc2c(c1)OC(=Cc1ccccc1C)C2=O	-1.7	-2.8
CC1CCCCN1C(=O)c1cc2nc(-c3cccs3)cc(C(F)(F)Cl)n2n1 (stereo not given)	7.0	-0.3
COc1ccc(NC(=O)N2CC3CC2CC3NC(=O)c2ccccc2)c(OC)c1 (stereo not given)	3.9	-1.0
O=C(c1ccc(OCC2CCCN(C(=O)c3ccco3)C2)cc1)N1CCCC1 (stereo not given)	3.6	6.3
CC(C)(C)c1cc(Cl)c(O)c(N=Cc2cc([N+](=O)[O-])ccc2O)c1	16.0	-2.7
Cc1ccc(CNC(=O)c2cccc(C3CCCN(C(=O)NC(C)C)C3)c2)cc1 (stereo not given)	-1.8	-1.3
COc1ccc(C(O)CN2CCN(c3ccccn3)CC2)cc1 (stereo not given)	-1.5	-1.4
CCN(CC)C(=O)O[C@H]1CC[C@@]23CCCN2C(=O)CCC[C@H]3C1	-2.0	-11.0
CCOC(=O)CSc1nnc(-c2ccc([N+](=O)[O-])o2)o1	/	-5.6
CC1=NN(C(=O)c2cccc(O)c2)C(O)(c2ccc(Br)cc2)C1 (stereo not given)	42.0	0.5
Cc1cccc(C(=O)N2CCC(COc3ccccc3C(=O)NC3CC3)CC2)c1	13.5	3.9
Cc1ccc(C2CC(c3ccccc3Cl)=NN2C(=O)CN(C)C(=O)C2CC2)cc1 (stereo not given)	88.2*	0.6
O=C(NCc1ccco1)c1cc2nc(-c3ccccc3)cc(C(F)(F)F)n2n1	-3.0	6.1
CCC(Sc1nnc2c3ccccc3n(C)c2n1)C(=O)Nc1ccccc1OC (stereo not given)	2.0	-6.5
O=C(Nc1nnc(SCc2ccc(Cl)cc2)s1)c1ccccc1F	1.8	0.4
O=C(O)c1ccc(N2C(=O)CC(N3CCC(Cc4ccccc4)CC3)C2=O)cc1 (stereo not given)	-1.4	3.6
O=C1CN(c2ccccc2)C(=O)N1c1ccccc1	/	0.8
O=C(c1ccc(Cl)cc1)N1CCC(CCOc2ccncc2)CC1	7.2	-4.6
CCOc1ccc(N2C(=O)CC(NCc3ccc(F)cc3)C2=O)cc1 (stereo not given)	-11.9	-0.7
O=C(c1cc2c(s1)CN(C1CCCC1)C2)N1CCCN(c2ncccn2)CC1	-1.3	0.1
CCCCc1ccc(NC(=O)NCCN2CCNC2=O)cc1	/	-7.9&-10.9
O=C(Cc1cccs1)NCCCC(=O)Nc1cccc2cccnc12	-11.2	-5.9
Cc1oc2ccc(OCc3ccccc3F)cc2c1C(=O)O	-5.0	1.7
Cc1cn2c3ccccc3n(CCN3CCCCC3)c2n1	6.1	-4.3
CCCCCC(=O)Nc1cc(C(F)(F)F)ccc1Cl	-32.0	0.6
CCc1ccccc1NC(=O)c1cc([N+](=O)[O-])nn1Cc1ccccc1	3.0	-5.8
COc1ccccc1-c1coc2c3c(ccc2c1=O)OCN(C1CC(C)(C)NC(C)(C)C1)C3	5.2	-4.4
Cc1cc(N2CCN(C(=O)c3cccs3)CC2)c(F)cc1[N+](=O)[O-]	5.1	3.1
Cc1cc(C)n2nc(SCc3ccccc3)nc2n1	-7.0	-1.8
NS(=O)(=O)c1ccc(-c2ccc(C=NC3CCS(=O)(=O)C3)o2)cc1 (stereo not given)	-1.8	/
Cc1ccc(C(=O)N2CCC(CCNS(=O)(=O)c3ccc(C(C)C)cc3)CC2)cc1	53.6*	1.7
O=Cc1cn(-c2ccccc2)nc1-c1cccnc1	-0.8	5.4
CNC(=O)C(=O)Nc1cc(C)ccc1OC	-7.7	8.5
O=C(NC1CCCCC1)c1cc2n(n1)CCCN(Cc1ccc(F)cc1)C2=O	3.2	7.0
O=C(Nc1cccc(Br)c1)C1COCC(=O)N1Cc1ccccc1 (stereo not given)	-8.3	5.5
COCc1cc(C)[nH]c(=O)c1C1=NC(c2ccccc2)(c2ccccc2)c2ccccc2N1	35.0	-3.0
NC(=O)c1ccc(NC(=O)c2cccc3c2OCCCO3)cc1	/	4.3
O=C(Cc1c(F)cccc1Cl)N1CC2CC1CC2NS(=O)(=O)c1cccs1 (stereo not given)	0.1	0.6
Cc1c(Cl)cccc1NC(=O)c1cc(S(=O)(=O)N2CCOCC2)ccc1F	5.0	-1.7
COc1ccc(S(=O)(=O)N2CCSC2c2cc(OC)c(OC)cc2OC)cc1 (stereo not given)	45.0	1.1
Cn1c(=O)[nH]cc(C(=O)Nc2cccc(NS(C)(=O)=O)c2)c1=O	-10.8	4.3
CCC(CC)C(=O)N(c1ccc(OC)cc1OC)C1C=CS(=O)(=O)C1 (stereo not given)	-2.0	-1.9
COc1cc2c(cc1OC)CC1(C2)c2ccccc2CN1C	2.5	/
COCCNC(=O)CSc1nc2ccccc2c2nc(C)nn12	3.0	-1.1
O=C(O)c1ccccc1C(=O)Nc1ccc(F)cc1	/	1.2
O=C(NCc1cccnc1)c1ccccc1F	-2.8	-7.7
CC1CCCN(CC2CCN(S(=O)(=O)Cc3c(F)cccc3Cl)CC2)C1 (stereo not given)	6.1	-3.8
COc1ccccc1C1=NOC(C(=O)N2CCN(c3ccccc3)CC2)C1 (stereo not given)	-5.6	-0.4
CCOc1ccc(C(=O)Nc2ccc3c(c2)C(=O)N(C)C3=O)cc1Br	3.9	-8.8

Next section
SMILES	mHTT CaM bind	Pf apPOL block
Cc1ccc(S(=O)(=O)NCC2CCN(Cc3ccccc3)CC2)cc1C	-3.0	-3.3
CC(C)CC1C(=O)N(Cc2cn(CCC3OCCCO3)nn2)CCS(=O)(=O)N1Cc1ccc(-c2ccccc2)cc1 (stereo not given)	53.5*	-5.8
COc1cccc(C2C3=C(CC(C)(C)CC3=O)Nc3ccccc3N2C(=O)C(F)(F)F)c1OC (stereo not given)	-2.0	-9.6
COc1ccc(CCNC(=O)c2cc3cccc(OC)c3oc2=O)cc1OC	-1.4	-10.0
CCCc1nc(N)c(C#N)c(-c2ccccc2OC)c1CC	0.0	4.3
CCc1[nH]nc2c1C(c1ccccc1F)C(C#N)=C(N)O2 (stereo not given)	-3.0	-1.8
COc1ccc(Br)c(OC)c1C(=O)NC(=O)Nc1nc(C)cc(C)n1	/	-6.7
COc1ccc(NC(=O)N2CC=C(c3cn(C(C)C)c4ncccc34)CC2)cc1Cl	10.2	-5.4
CN1C(=O)c2ccc(N3CCCC3)cc2C1=O	-7.6	-3.8
CCN(CC)S(=O)(=O)c1ccc(OC)c(NS(=O)(=O)c2ccc(F)cc2)c1	-0.7	-4.1
CC1C(=O)N(c2ccc(F)cc2F)CCN1C(=O)c1ccc(F)cc1 (stereo not given)	-10.5	-3.9
O=C(CC1CCN(C(=O)c2ccccc2)CC1)NCc1ccccc1Cl	-6.9	-7.1
CC(C)n1c(/C=C/c2ccccc2)nc2ccccc21	-16.0	-10.0
Cc1ccc(NC2=CC(=O)CC(C)(C)C2)cc1F	-7.5	-1.1
CCOC(=O)C1CSC(CC(=O)Nc2ccccc2)C(=O)N1 (stereo not given)	/	-3.8
O=c1c2c(nc3cc(-c4ccco4)[nH]n13)CSC2	/	8.3&11.3
O=C(CCCc1c[nH]c2ccccc12)NC1CC1	1.6	-3.4
Cc1cc(C(=O)NC2CC2)c2cc(F)ccc2n1	0.3	1.5
O=C(Nc1ccccc1)N1CC(C(=O)N2CCCC2)C2(CCOCC2)C1 (stereo not given)	-2.3	1.5
O=C1CCN(Cc2ccccc2)S(=O)(=O)c2ccc(F)cc21	-1.0	6.0
Cc1ccc(CN(CC(=O)N2CCOCC2)S(=O)(=O)c2ccc(Cl)cc2)cc1	9.9	-4.0
C(=C\c1ccccc1)/CN1CCN(c2ncccn2)CC1	6.2	-0.5
COc1ccc(NC(=O)CCC2CCCN(c3cc(NC4CC4)ncn3)C2)c(OC)c1 (stereo not given)	59.7*	-8.4
Cc1cc(C)n(-c2cc(NCc3ccccc3)ncn2)n1	0.4	0.2
Cn1cnc2cc(NCc3cccc(Br)c3)ccc21	20.0	-10.2
Cn1nnnc1SC(c1ccccc1)c1ccccc1	-15.1	/
C=Cc1ccc(Cn2nc(-c3nc(-c4ccc(F)cc4)no3)ccc2=O)cc1	-2.6	0.7
Cc1nnsc1C(=O)N1CCC(CNC(=O)C(=O)NCC2CCCO2)CC1 (stereo not given)	-4.1	10.2
O=C(CSc1nnc2scc(-c3ccc(Cl)cc3)n12)Nc1ccccc1F	-8.7	0.9
NC(=O)CN1CCCC1=NCc1ccccc1	-4.7	6.2
CC(C)c1ccc(C(=O)NCc2ccccc2)cc1	-3.1	4.3
O=C(Nc1nc2nccc(-c3ccccc3)n2n1)c1ccccc1	-3.0	-7.5
O=C1c2ccccc2C(=O)N1CC1c2ccccc2CCN1C(=O)C12CC3CC(CC(C3)C1)C2 (stereo not given)	-1.0	-1.2
CCN1CCN(C(=O)c2ccc3c(c2)N(S(C)(=O)=O)CC3)CC1	-1.7	-0.6
O=C(NCc1ccccc1)c1ccc(CN2C(=O)C3CCCN3C(=O)c3ccccc32)cc1 (stereo not given)	6.2	0.9
CN(C)c1ccc(NC(=O)CC2Sc3ccc(C(F)(F)F)cc3NC2=O)cc1 (stereo not given)	0.0	-1.0

In another format: 4 of the compounds above
O=C(Nc1nc2nccc(-c3ccccc3)n2n1)c1ccccc1
  mHTT CaM bind = -3.0
  Pf apPOL block = -7.5

O=C1c2ccccc2C(=O)N1CC1c2ccccc2CCN1C(=O)C12CC3CC(CC(C3)C1)C2 (stereo not given)
  mHTT CaM bind = -1.0
  Pf apPOL block = -1.2

CCN1CCN(C(=O)c2ccc3c(c2)N(S(C)(=O)=O)CC3)CC1
  mHTT CaM bind = -1.7
  Pf apPOL block = -0.6

O=C(NCc1ccccc1)c1ccc(CN2C(=O)C3CCCN3C(=O)c3ccccc32)cc1 (stereo not given)
  mHTT CaM bind = 6.2
  Pf apPOL block = 0.9

Rewritten with each value named: two of the compounds above.
mol: Cn1nnnc1SC(c1ccccc1)c1ccccc1
- mHTT CaM bind: -15.1
- Pf apPOL block: /
mol: C=Cc1ccc(Cn2nc(-c3nc(-c4ccc(F)cc4)no3)ccc2=O)cc1
- mHTT CaM bind: -2.6
- Pf apPOL block: 0.7

(further entries)
SMILES	mHTT CaM bind	Pf apPOL block
Cn1c(N2CCN(S(=O)(=O)c3ccc4c(c3)OCCO4)CC2)nc2ccccc21	-11.3	-8.1
Cn1cc(CCNC(=O)C2CCC2)c2cccnc21	-8.2	-1.3
O=S1(=O)c2ccccc2NC(c2ccc(Cl)c(Cl)c2)N1Cc1ccccc1 (stereo not given)	-6.0	8.1
COc1ccc(NC(=O)c2oc(=O)c3ccccc3c2-c2ccccc2)cc1Cl	7.0	-3.5
O=C1C2CCCCC2C(=O)N1c1nc2ccccc2s1 (stereo not given)	2.6	2.8
Cc1onc(-c2ccccc2)c1C(=O)NCCCN(C)C	-8.4	-2.5
Cn1cc2c3c(cccc31)CN(C(=O)c1cc(F)ccc1Cl)CC2	37.4	-2.5
Cc1ccc2nc(SCc3cn4c(C)cccc4n3)[nH]c2c1	12.0	6.7
COCCNC(=O)Nc1ccc2nc(SC)sc2c1	3.2	-8.9
O=[N+]([O-])c1cccc(S(=O)(=O)NCc2ccco2)c1	0.7	-2.3

Source: PubChem
